# HPDE-C7 viability: HPDE-C7 pancreatic duct cell viability loss – fluorescence, HTS (AID 430) | HPDE-C7 pancreatic duct cells viability, fluorescence; higher % means a stronger effect | cytotoxicity, % at 10 µM; hits with a dose series show EC50 in µM | 63,000 compounds, 1.8% hits;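 note: cells exposed to compound for 48 hours before viability readout; 0% = vehicle and 100% = reference cytotoxic drug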
# Alkaline phosphatase: human TNAP enzyme inhibitors, biochemical, luminescent (AID 518); purified TNAP enzyme, luminescent substrate readout; higher % means a stronger effect; 64,000 compounds, 0.09% hits; inhibition, % at 20 µM; hits with a dose series show IC50 in µM; in the data active = a potency from the dose series; inactive = the rest, 99 in 100 with inhibition below about 22%;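 note: plate controls were vehicle for no effect and reference inhibitor for full effect; many of its hits are not listed in these tables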
# Bfl-1 displacement: displacement of Bid BH3 peptide from Bfl-1 – biochemical, fluorescence polarization, FITC-Bid, mouse, primary screen (AID 432) | FITC-Bid BH3 peptide fluorescence polarization displacement; higher % means a stronger effect | displacement, % at 20 µM; hits with a dose series show IC50 in µM | 64,000 compounds, 0.02% hits; in the data active = a potency from the dose series; inactive = the rest, 99 in 100 with displacement below about 15%; note: strong numbers were not always called active
# Spn PMK inh: S. pneumoniae PMK inhibition. purified PMK, PK/LDH-coupled NADH absorbance 340 nm. inhibition, % at 10 µM. 65,000 compounds, 0.49% hits. AID 539;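 active = top-ranked compounds by inhibition in the single 10 µM screen, taking a fixed number of the strongest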;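 note: 0% = full reaction with DMSO carrier and 100% = background rate without enzyme reaction; no value below 0 was filed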
# LYP inhibition: inhibition of human PTPN22 tyrosine phosphatase – biochemical, DiFMUP fluorescence, recombinant catalytic domain, 10 µM, primary screen (AID 606). recombinant LYP catalytic domain, DiFMUP fluorescence; higher % means a stronger effect. inhibition, % at 10 µM; hits with a dose series show IC50 in µM. 52,000 tested, under 10 active;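 active = IC50 under 40 µM in the dose-response test; inactive = IC50 of 40 µM or more, or never dose-tested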
# HPDE-C7K KRASV12: cytotoxicity in KRAS-transformed pancreatic duct cells, primary screen, cell-based, fluorescence, HTS (AID 431); HPDE-C7K KRASV12 cells, Alamar Blue viability, 48 h; higher % means a stronger effect; cytotoxicity, % at 10 µM, or EC50 in µM where a hit was titrated; 63,000 compounds, 1.7% hits;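 active = compounds whose percent cytotoxicity in the single-dose primary screen, scaled between solvent and toxic-drug controls, exceeds 50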;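 note: 0% = DMSO solvent wells and 100% = doxorubicin-treated wells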
# HT1080 cytotoxicity: cytotoxicity in HT1080 fibrosarcoma cells, cell-based, fluorescence readout (AID 620); 87,000 compounds, 0.42% hits; one-dose cytotoxicity, % at 10 µM; EC50 in µM for titrated hits; HT1080 viability, fluorescence; higher % means a stronger effect;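 note: cells exposed to compound overnight then 4 h with Alamar Blue; 0% = vehicle DMSO and 100% = killing control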
# MK inhibit: blocks S. pneumoniae mevalonate kinase; purified MK, PK/LDH-coupled NADH absorbance 340 nm; inhibition, % at 10 µM; 65,000 compounds, 0.48% hits; AID 555;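 active = ranked among the strongest by inhibition in the single 10 µM screen, a fixed top-ranked set picked for dose follow-up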; note: no value below 0 was filed
# DPM-DC inhibit: S. pneumoniae DPM-DC inhibition; purified DPM-DC, PK/LDH coupled NADH fluorescence; calls only at 10 µM; 65,000 compounds, 0.49% hits; AID 556;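 active = the 320 compounds with the highest percent inhibition in the single-dose primary screen, excluding strongly autofluorescent ones, cut at about 32% in these data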;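 note: kinetic rate of NADH fluorescence loss reporting ADP formed by the decarboxylase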
# Spn PMK inh pilot replicates: recorded beside Spn PMK inh, whose call it bears; inhibition, %; measured here: pilot screen replicates
# MK inhibit pilot replicates: also measured in MK inhibit; calls as there; inhibition, %; measured here: pilot screen replicates
# DPM-DC inhibit pilot screen %: second read-out of DPM-DC inhibit, no call of its own (marks repeat the call); inhibition, %; measured here: pilot screen trials
# The depositor's hits bear a star; i = inactive; . = no result given; + = active, no number. Cut-off read from the data, not from the text of the source, unless noted: active = cytotoxicity above about 50%; inactive = the rest.
SMILES,HPDE-C7 viability,Alkaline phosphatase,Bfl-1 displacement,Spn PMK inh,LYP inhibition,HPDE-C7K KRASV12,HT1080 cytotoxicity,MK inhibit,DPM-DC inhibit,others
CN1CCN(CCCCOc2ccc(F)cc2)CC1,8%,1%,-4%,0,8%,8%,35%,11,i,
COc1ccc(CCNC(=O)c2cc(-c3cccs3)on2)cc1OC,-2%,16%,-4%,14,-4%,5%,-2%,9,i,
Cc1cccc(NC(=O)NCCN2C(=O)C3C4C=CC(C4)C3C2=O)c1 (stereo not given),1%,2%,0%,6,0%,1%,-2%,6,i,
CS(=O)(=O)NC1c2cccc3cccc(c23)C1N1CCOCC1 (stereo not given),2%,11%,5%,1,17%,-4%,-9%,3,i,
O=C1c2ccccc2C(=O)N1Cc1nn2c(-c3ccc(Cl)cc3)nnc2s1,19%,9%,-4%,11,11%,15%,4%,12,i,
CC(C)CCNC(=O)C(c1ccco1)N(C(=O)Cn1nnc2ccccc21)c1ccc2c(c1)OCO2 (stereo not given),-15%,13%,-6%,9,.,-14%,24%,7,i,
O=C(Nc1cc(C(F)(F)F)ccc1N1CCCC1)c1cccnc1,3%,6%,-5%,11,-6%,2%,6%,0,i,
Cc1nc(C)n(CC(O)COc2ccc3ccccc3c2)n1 (stereo not given),-5%,7%,5%,2,10%,-17%,9%,7,i,
CCCOC(=O)c1ccc(Oc2cn[nH]c2-c2ccc(OC)cc2O)cc1,8.5µM*,-17%,4%,12,.,6.1µM*,-21%,3,i,
CCCCCSc1nnc2c(n1)OC(C)N(C(C)=O)c1ccccc1-2 (stereo not given),-20%,7%,0%,10,6%,-7%,1%,10,i,
CNC(=O)C1CC(=O)N(c2ccc(F)c(Cl)c2)C1 (stereo not given),-12%,2%,-4%,23,2%,1%,12%,2,i,
O=C(Nn1cc(C(=O)N2CCN(c3ccccc3F)CC2)c2ccccc2c1=O)c1cnccn1,14%,2%,1%,0,13%,11%,0%,7,i,
CCCN(c1ccc(C(C)C)cc1)S(=O)(=O)c1c(C)[nH]c(=O)[nH]c1=O,2%,2%,-6%,8,3%,-1%,10%,0,i,
CCOC(=O)C(Cc1ccccc1)C(=O)Nc1nccs1 (stereo not given),0%,4%,-4%,1,5%,15%,18%,12,+,
Cn1c(NC(=O)c2ccccc2F)cc(=O)n(C)c1=O,-1%,6%,4%,10,9%,-1%,2%,6,i,
C=C(C)Cn1c(N2CCCC2)nc2c1c(=O)[nH]c(=O)n2C,-21%,8%,-2%,9,0%,-14%,-4%,4,i,
CC(=O)Nc1cc(C(=O)N2CCCC2)ccc1S(=O)(=O)c1ccc(C)cc1,0%,3%,0%,1,.,-9%,4%,0,i,
O=C(O)c1ccc(NC(=O)C2CC=CCC2C(=O)O)cc1 (stereo not given),-3%,9%,-10%,0,-1%,-5%,21%,7,i,
O=C(NS(=O)(=O)c1ccc(NC(=O)C2CCCO2)cc1)c1ccccc1 (stereo not given),5%,14%,5%,7,14%,12%,2%,12,i,Spn PMK inh pilot replicates=0.5;MK inhibit pilot replicates=0.0;DPM-DC inhibit pilot screen %=0.0
CCOc1ccc(C(C)=O)cc1N1C(=O)C2C3C=CC(O3)C2C1=O (stereo not given),-4%,6%,6%,11,.,0%,.,7,i,
COCCCN1C(=O)C(O)=C(C(=O)c2ccco2)C1c1cccc(Br)c1 (stereo not given),20%,9%,-12%,1,5%,30%,0%,10,i,
CC(=O)c1cccc(NC(=O)N2CCCC2C(=O)Nc2cccc(C)c2C)c1 (stereo not given),-18%,6%,-7%,0,5%,-19%,-1%,10,i,
CC1CCCCC1NC(=O)c1ccc(S(=O)(=O)NCc2ccco2)cc1 (stereo not given),-6%,11%,-3%,3,15%,1%,1%,8,i,
Cc1cccc(OCC(=O)N(Cc2cccs2)C2CCS(=O)(=O)C2)c1 (stereo not given),3%,18%,-1%,0,-4%,10%,27%,5,i,
COCCCn1c(SCc2cc(=O)[nH]c3ccccc23)nnc1-c1ccco1,-6%,3%,-5%,17,4%,-20%,35%,9,i,
Cc1ccc(-n2ncc(C(=O)NCc3ccc4c(c3)OCO4)c2NC(=O)c2ccco2)cc1C,15%,-1%,-4%,12,9%,16%,9%,6,i,
C=CCOn1c(=O)c(=O)n(OCc2ccccc2)c2ccccc21,-6%,18%,-9%,12,8%,-24%,-2%,5,i,
O=C(C1CCN(S(=O)(=O)c2cnc[nH]2)CC1)N1CCN(c2ncccn2)CC1,8%,12%,-5%,17,4%,0%,7%,8,i,Spn PMK inh pilot replicates=1.5;MK inhibit pilot replicates=1.5;DPM-DC inhibit pilot screen %=1.5
COCCN1C=C(C(=O)OC)C(c2ccc(OC)c(OC)c2)C(C(=O)OC)=C1,-14%,-4%,3%,14,-8%,-12%,3%,8,.,
O=c1c(/C=N/O)coc2ccc3ccccc3c12,.,1%,-2%,7,0%,.,-5%,2,i,
COc1ccc(N2C(=O)CCC(C(=O)Nc3cccc(C)n3)C2c2ccc(OC)c(OC)c2)cc1 (stereo not given),-16%,13%,-5%,0,8%,-2%,-6%,6,i,
Cc1ccc2oc(=O)c3cnn(CC(=O)NCCCOC(C)C)c3c2c1,2%,9%,-5%,0,3%,3%,2%,4,i,
O=C1C=C(c2ccccc2)C(O)(c2ccccc2)C1 (stereo not given),-3%,4%,-7%,19,-9%,-2%,4%,0,i,
CO/N=C(\C(=O)N[C@@H]1C(=O)N2C(C(=O)O)=C(COC(N)=O)CS[C@H]12)c1ccco1,.,.,.,0,15%,.,-9%,8,i,
COc1ccc(C(c2nnnn2C(C)(C)C)N2CCN(C)CC2)cc1OC (stereo not given),-6%,2%,-13%,24,16%,-2%,-5%,7,i,
CCc1c(C)nc(SCCOc2ccc(OC(C)C)cc2)[nH]c1=O,-1%,11%,0%,10,-2%,13%,5%,9,i,
CC1(C)Cc2c(C#N)c(N3CCN(C(=O)c4ccco4)CC3)nc(Cc3ccccc3)c2CO1,17µM*,12%,-2%,7,6%,12µM*,8%,15,.,
CC(OC(=O)c1cc2sccc2n1C)C(=O)NCc1ccc2c(c1)OCO2 (stereo not given),-20%,10%,-8%,7,.,3%,6%,3,i,
CCOc1ccc(S(=O)(=O)n2nnc3ccccc32)cc1C(C)C,-3%,7%,4%,7,-3%,3%,1%,11,i,
N#C/C(=C1\CCCN1)c1ccc2ccccc2n1,-33%,-1%,-6%,0,.,-19%,2%,5,i,
Cc1ccc(OCC(=O)N2CCC(N3CCCCCC3)CC2)cc1,22%,12%,-2%,0,17%,42%,-3%,41*,i,
Cc1cnc(NC(=O)c2ccco2)s1,-4%,4%,-7%,0,.,-5%,-6%,8,i,
CC(C)c1ccc(-c2nc(N3CCCCC3)[nH]c(=O)c2C#N)cc1,25%,14%,-2%,0,15%,20%,3%,4,i,Spn PMK inh pilot replicates=1.0;MK inhibit pilot replicates=3.5;DPM-DC inhibit pilot screen %=3.5
Cc1cc(NC(=O)CSc2cn(CCNC(=O)c3ccccc3)c3ccccc23)no1,-14%,6%,5%,18,-4%,-7%,-6%,10,i,
CN(C)C(=O)CSc1nnc(C23CC4CC(CC(C4)C2)C3)o1,-4%,11%,-7%,2,-6%,-4%,-1%,6,i,
Cc1ccc(S(=O)(=O)Cn2nnnc2CN(Cc2ccco2)Cc2cccs2)cc1,-7%,26%,-1%,14,.,4%,-5%,0,i,Spn PMK inh pilot replicates=0.0;MK inhibit pilot replicates=0.0;DPM-DC inhibit pilot screen %=0.0
CCCN(CCC)c1nc2ccccc2nc1C(C#N)C(=O)OC(C)COC (stereo not given),0%,15%,-8%,2,15%,4%,-7%,11,i,
CCCc1cc(C(=O)Nc2ccc(C)cc2)no1,5%,12%,-8%,0,7%,-2%,-1%,3,i,
COc1ccc(CCN(C)C(=O)N2CCOCC2)cc1OC,-23%,12%,-8%,1,2%,0%,-6%,4,i,
CC1(C)CC(=O)C(/C=N/c2ccccn2)=C(O)C1,-5%,7%,-1%,0,.,0%,-6%,0,i,
CCn1nnc(-c2ccccc2NC(=O)C(F)(F)F)n1,.,-7%,-2%,0,3%,.,-8%,0,i,

# Among those listed so far, 7 have an NH in an aromatic ring.
SMILES,HPDE-C7 viability,Alkaline phosphatase,Bfl-1 displacement,Spn PMK inh,LYP inhibition,HPDE-C7K KRASV12,HT1080 cytotoxicity,MK inhibit,DPM-DC inhibit,others
CCCOC(=O)c1ccc(Oc2cn[nH]c2-c2ccc(OC)cc2O)cc1,8.5µM*,-17%,4%,12,.,6.1µM*,-21%,3,i,
CCCN(c1ccc(C(C)C)cc1)S(=O)(=O)c1c(C)[nH]c(=O)[nH]c1=O,2%,2%,-6%,8,3%,-1%,10%,0,i,
C=C(C)Cn1c(N2CCCC2)nc2c1c(=O)[nH]c(=O)n2C,-21%,8%,-2%,9,0%,-14%,-4%,4,i,
COCCCn1c(SCc2cc(=O)[nH]c3ccccc23)nnc1-c1ccco1,-6%,3%,-5%,17,4%,-20%,35%,9,i,
O=C(C1CCN(S(=O)(=O)c2cnc[nH]2)CC1)N1CCN(c2ncccn2)CC1,8%,12%,-5%,17,4%,0%,7%,8,i,Spn PMK inh pilot replicates=1.5;MK inhibit pilot replicates=1.5;DPM-DC inhibit pilot screen %=1.5
CCc1c(C)nc(SCCOc2ccc(OC(C)C)cc2)[nH]c1=O,-1%,11%,0%,10,-2%,13%,5%,9,i,
CC(C)c1ccc(-c2nc(N3CCCCC3)[nH]c(=O)c2C#N)cc1,25%,14%,-2%,0,15%,20%,3%,4,i,Spn PMK inh pilot replicates=1.0;MK inhibit pilot replicates=3.5;DPM-DC inhibit pilot screen %=3.5

# Screening results as filed in PubChem BioAssay.
